Screening data (PubChem BioAssay)
sdo1 growth – sdo1-depleted yeast growth rescue. 140,000 compounds, 0.21% hits. S. cerevisiae sdo1-depleted JHY4D growth rescue, OD600 30 h; active compounds read high; pdr5 snq2 efflux-pump mutant strain. z-score at 10 µM;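 active means z-score above 3 at both the 24 hr and the 30 hr optical density reads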;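 further: z-score against mean and SD of all compound wells on the same plate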
Insulin prom inh – TRM-6 insulin promoter activity inhibition; TRM-6 cells (human fetal islet line), insulin promoter-eGFP reporter, imaging; reporter expression induced with tamoxifen; inhibition, % at 2 µM; 130,000 compounds, 0.9% hits; AID 1273;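 active means inhibition above the mean plus 3 SD, with well images judged a real hit on visual review, cut at about 60% in these data, passing the limit was not always enough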
sdo1 growth Rescue 24 h – recorded beside sdo1 growth, whose call it bears; z-score; S. cerevisiae sdo1-depleted JHY4D growth rescue, OD600; measured here: growth rescue at 24 h;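 0 is the plate mean of compound wells and units are plate SD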
* = called active by the depositor; · = no result given; [ ] = remark or other dose. A portion of the library; rates above refer to the full screens.

| smiles | sdo1 growth | sdo1 growth Rescue 24 h | Insulin prom inh |
| --- | --- | --- | --- |
| O=C(COc1ccc2ccc(=O)oc2c1)Nc1ccc2c(c1)OCCO2 | -0.05[7.6 µM] | -0.41 | -11 |
| Cc1ccc(-c2cccc(OC(=O)c3ccccc3F)c2)cc1 | 0.38 | -0.38 | 34 |
| Cc1cc(C)n(CCc2nc(-c3cccs3)cs2)n1 | -0.81 | -0.6 | 32 |
| COc1ccc(NC(=O)N(Cc2cc3cc(OC)c(OC)cc3[nH]c2=O)CC2CCCO2)cc1 (stereo unspecified) | · | · | 6 |
| COc1ccc(C(=O)Nc2ccccc2C(=O)NCCN2CCOCC2)cc1 | 0.46 | 0.17 | -441 |
| COc1ccc(-c2cc(C(F)(F)F)c(C#N)c(SCC(=O)O)n2)cc1 | · | · | 0 |
| OC(COc1ccc(C2C=CCC2)cc1)CN1CCCCC1 (stereo unspecified) | -0.32 | -0.36 | 21 |
| Cc1ccc(Cn2c(CN3CC(C)OC(C)C3)nc3c2c(=O)n(C)c(=O)n3C)cc1 (stereo unspecified) | 8.8* | 3.4* | · |
| CCCS(=O)(=O)N1CCN(C(=O)CCC2CCCC2)CC1 | 1.5 | 1.8 | 0 |
| Cn1c(Sc2ccc(Cl)cc2)c(C=O)c2ccccc21 | -0.49 | -0.14 | 41 |
| CC[C@H](C)[C@@H]1NC(=O)c2cc([N+](=O)[O-])cc(I)c2NCC[C@@H](C(N)=O)NC(=O)[C@H](CCCN=C(N)N)NC1=O | 0.83 | 1.3 | -68 |
| Cc1cc(NC(=O)CCC(=O)N(Cc2ccco2)C(C)(C)C(=O)NC2CCCCC2)no1 | 0.33 | 0.13 | -290 |
| CC(C)(C)c1ccc(Cn2nnc3c(=O)[nH]c(C4CCN(C(=O)Cc5cccs5)CC4)nc32)cc1 | 0.77 | 0.7 | · |
| COc1cccc(/C(O)=C2/C(=O)C(=O)N(CCN(C)C)C2c2ccc(Br)cc2)c1 (stereo unspecified) | 0.21 | -0.03 | -69 |
| O=S(=O)(NCC(O)COCc1ccco1)c1cccs1 (stereo unspecified) | 0.97 | 0.8 | · |
| Cc1cc(=O)[nH]c(SCC(=O)N2CCN(C(c3ccccc3)c3ccccc3)CC2)n1 | 0.5 | 0.19 | 53 |
| CCOc1ccc(NS(=O)(=O)c2ccc(NC(C)=O)c(OC)c2)cc1 | 0.96 | 0.94 | 11 |
| CCn1c(SCc2nc3ccccc3[nH]2)nnc1-c1cnccn1 | -0.04 | 0.59 | -67 |
| Nc1ccc2c3c(cccc13)CC2 | 0 | -0.49 | -377 |
| CC1(C)C(=O)OC(c2cccn2-c2ccc([N+](=O)[O-])cc2)C(C)(C)C1=O (stereo unspecified) | -0.37 | -0.54 | · |
| CC1CCCCC1NC(=O)c1ccc(CSc2nc3ccncc3[nH]2)cc1 (stereo unspecified) | 0.35 | 0.31 | -37 |
| O=C(NCCCN1CCCC1)Nc1cccc2ccccc12 | 0.77 | 2.4 | -14 |
| Cn1c(SCC(=O)Nc2ccc3c(c2)OCCO3)nnc1-c1ccccn1 | 0.56 | 0.62 | -58 |
| O=C(CSc1ccc(-c2ccco2)nn1)c1cccc([N+](=O)[O-])c1 | 2.1 | 1.8 | -44 |
| Cc1cc(S(=O)(=O)N2CC(=O)N(CCc3ccccc3)C(=O)C2)ccc1F | -0.59 | -0.31 | 10 |
| C=C(C)COc1ccc(-c2nc(N)ncc2Oc2ccc(OC)cc2)c(O)c1 | 3.5* | 3.5* | · |
| CN=C1c2cc3c(Br)c(OC)ccc3n2CCN1C | 0.19 | -0.43 | 32 |
| O=C(O)c1cccc(NC(=O)C2CCCO2)c1 (stereo unspecified) | -0.04 | -0.38 | -56 |
| Cn1c(=O)oc2cc(C(=O)c3ccccc3)ccc21 | -0.52 | -1.1 | -36 |
| CCOC(=O)c1c(C)[nH]c(C(=O)/C(C#N)=C/c2ccc(OCC)cc2)c1C | 0.97 | 0.57 | · |
| CCCCC(=O)OCC(=O)Nc1cccc(S(=O)(=O)NC2=NCCCCC2)c1 | · | · | -17 |
| Cc1onc(-c2c(F)cccc2Cl)c1C(=O)N1CCN(c2ncccn2)CC1 | · | · | -27 |
| O=C1CC(=C(c2ccccc2)c2ccccc2)C(=O)N1CCN1CCN(c2cccc(Cl)c2)CC1 | -1.8 | -1.3 | 15 |
| O=C(O)CS(=O)(=O)c1ccc(C(F)(F)F)cn1 | · | · | 60 |
| CC1(C)Cc2c(C#N)c(NCCc3ccccc3)nc(-c3ccco3)c2CO1 | -0.49 | 0.31 | 0 |
| Cc1cc(C)c(C#N)c(SCc2ccc(C#N)cc2)n1 | 1 | 2 | 4 |
| COc1ccc(N2Nc3n[nH]c(N)c3N2)cc1 | 0.72 | 0.4 | -67 |
| CC(C)c1ccc(NC(=O)C(c2ccc3c(c2)OCO3)N2CCN(C(=O)c3ccco3)CC2)cc1 (stereo unspecified) | -0.65 | -1.2 | · |
| CCSC1=NC(=O)/C(=C2/C=Cc3ccccc3N2CC)S1 | -1.8 | -1.1 | 44 |
| Cn1c2ccccc2c2ncn(CCCN3CCOCC3)c(=O)c21 | -0.89 | -1.2 | -9 |

More records follow.
Values run as follows: sdo1 growth, sdo1 growth Rescue 24 h, Insulin prom inh
Cc1cc(C)cc(Oc2nc3c(C)cccn3c(=O)c2/C=C(\C#N)C(=O)NC2CCS(=O)(=O)C2)c1 (stereo unspecified)
    -1.2, 1.3, 0
Cc1[nH]n(-c2ccccc2)c(=O)c1C(c1cccc([N+](=O)[O-])c1O)c1c(C)[nH]n(-c2ccccc2)c1=O
    0.09, 0.27, 0
O=C(CSc1nc2ccccc2s1)Nn1cnnc1
    0.93, 0.88, ·
CCC(C)Nc1c([N+](=O)[O-])cc(C)cc1[N+](=O)[O-] (stereo unspecified)
    0.71, 0.64, -75
CN(C)c1ccc(/C=N/NC(=O)Cn2nnc3ccccc32)cc1
    1.3, 1.5, -33
CCc1ccc(Oc2coc3cc(OC(=O)c4cc5ccccc5oc4=O)ccc3c2=O)cc1
    0.01, 0.88, 22
CC(=O)NC(CCS(C)(=O)=O)C(=O)Nc1ccc(F)cc1Cl (stereo unspecified)
    0.39, 0.19, -18
CC1Cc2ccccc2N1C(=O)CSc1nnc(Cn2nnc3ccccc32)n1C (stereo unspecified)
    -0.18, 0.29, ·
Cc1ccc(C(C)C)c(OCc2nnc(SCC(=O)Nc3ncc(C)s3)n2C)c1
    0.39, 0.6, -20
CC1=C(C(N)=O)C(c2ccccn2)n2nc(SCc3ccccc3)nc2N1 (stereo unspecified)
    -0.21, -1.2, 14
CC(=O)N1CCc2cc(S(=O)(=O)CCC(=O)NCc3ccco3)ccc21
    ·, ·, -45
COc1ccccc1Cc1nc2ccccc2n1S(=O)(=O)c1ccc(Cl)cc1
    -0.7, -0.74, ·
O=C(O)CCCCCNCc1ccncc1
    -0.1, -0.5, ·
Cc1ccc2nc(NC(=O)c3ccc(Cl)s3)sc2c1
    -1.8, -0.75, ·
COc1cc(/C=C2/C(=N)N3OC(C)=CC3=NC2=O)ccc1OCCOc1ccc(C)cc1
    1, 0.86, 18
c1ccc(C2=Nc3cccc4cccc(c34)N2)cc1
    0.47, 0.46, -74
CCn1c(SCC(=O)NC(C)(C)C)nnc1-c1ccoc1C
    0.08, 0.26, 7
CC(C)c1ccc(C(=O)Nc2ccc(N3CCOCC3)cc2)cc1
    -0.03, 0.16, -50
Cc1cc(SCC(=O)NCCN2C(=O)CSC2=O)nc2c(C)cccc12
    -0.42, -0.21, -26
O=C(CNC(=O)c1ccc(F)cc1)N/N=C/c1cc(Br)ccc1OCc1ccccc1
    -0.41, -0.37, -19
COc1cc(OC)c(S(=O)(=O)Nc2ccccc2NC(=O)CN2CCOCC2)cc1NC(C)=O
    ·, ·, 27
COc1ccc(C(=O)Nc2ccc(-n3nncc3C(C)(C)C)cc2)cc1
    ·, ·, -100
COc1ccc(-c2nn(-c3ccccc3)cc2/C=C/C(=O)N2CCN(c3ccccn3)CC2)cc1
    ·, ·, 33
CCCn1c(=O)[nH]c(=O)c2c1nc(-c1ccc(OC(F)F)cc1)n2CCN1CCOCC1
    -0.98, -2, 43
Cc1cc(C)cc(Nc2nc(-c3ccc(S(=O)(=O)N4CCCC4)cc3)cs2)c1
    -0.15, 0.59, 41
O=C(NC1CCCCC1)n1c(=O)oc2ccc(Cl)cc21
    0.25, 0.24, 41
CC(C)c1ccc(C2C(C#N)=C(N)Oc3c2oc(CO)cc3=O)cc1 (stereo unspecified)
    ·, ·, 43
COc1ccc(NC(=O)CN2C(=O)c3cccc4cccc2c34)cc1OC
    -0.36, 0.9, -39
Cn1c(SCC(=O)NNC(=O)Cc2ccccc2)nnc1-c1ccc(Cl)cc1
    1.1, 1.5, -38
N/C(CC(=O)Nc1ccc(F)cc1)=N\O
    1.5, 1.5, 12
O=C(Nc1nnc(C2CC2)s1)c1ccccn1
    0.34, 0.49, 23
CC1(C)CC(=O)c2cc(C(=O)N3CCCC(C)(C)C3)c(=O)n(-c3ccccc3)c2C1
    0.36, 0.72, ·
COc1ccc(-c2nnc(SCC(=O)Nc3cc(F)ccc3C)o2)cc1
    -0.74, -0.87, ·
O=C(N/N=C/C1CC=CCC1)c1ccc(Cl)cc1O (stereo unspecified)
    0.97, 1.2, ·
CCN(CC)CC(=O)Nc1c(C)cc(C(C)(C)C)cc1C
    0.57, 0.66, ·
Cc1ccc(N2CC(C(=O)Nc3ccc4c(c3)OCO4)CC2=O)cc1 (stereo unspecified)
    0.77, 1.1, ·
Cc1oc(/C=N/NC(=O)CC2(C)OCCO2)cc1Br
    0.55, 0.04, -29
O=C(Cn1cnc2c(nnn2Cc2ccc(Cl)cc2)c1=O)NCC1CCCO1 (stereo unspecified)
    2.2, 2.5, -244
COc1ccc(S(=O)(=O)NNC(=O)c2ccccc2-n2cccc2)cc1
    ·, ·, -77
O=C(NCc1ccccc1)C12CN(Cc3ccccc3)CC1C(c1ccc([N+](=O)[O-])cc1)=NO2 (stereo unspecified)
    -0.85, -0.15, -47
O=S(=O)(c1ccc(Br)cc1)N1CCN(c2cc(-c3ccccc3)nc3ncnn23)CC1
    -1.5, -1.3, ·
CCC(=O)N(Cc1c(C)nn(-c2ccccc2)c1Cl)c1ccc(Cl)cc1
    -0.88, -0.74, ·
O=C(CSc1nnnn1-c1ccc2c(c1)CCC2)Nc1ccc2c(c1)OCCO2
    0.22, 0.65, 29
NC(=O)CSCc1ccc(Br)cc1
    1.3, 0.15, -371
CCOC(=O)c1ccc(NC(=O)N2CCN(CCc3ccccc3)CC2)cc1
    0.38, -0.26, 21
CCOC(=O)C1CCCN(CC(=O)/C=C2/N(C)c3ccccc3C2(C)C)C1 (stereo unspecified)
    -0.3, -0.61, ·
Cc1ccc(C)c(OCC(=O)Nc2ccc(S(=O)(=O)Nc3ccccn3)cc2)c1
    0.35, 0.17, 15
COc1ccccc1OCC(=O)Nc1cc(Cl)ccc1Oc1ccccc1
    -0.22, 0.05, ·
c1ccc(Nc2ncnc3c2oc2ccccc23)cc1
    -1.5, -1.4, 70
CCOc1ccc(C2C3=C(Nc4nc(N)[nH]c(=O)c42)c2ccccc2C3=O)cc1 (stereo unspecified)
    -0.51, 0.05, ·
Cc1cccc(OCc2nc(C#N)c(N3CC(C)CC(C)C3)o2)c1 (stereo unspecified)
    -1.6, -0.89, ·
O=C1CC(N2CCOCC2)C(=O)N1CCc1ccccc1 (stereo unspecified)
    1.5, 1.8, -6
COc1ccccc1OCC(=O)NCCC1=CCCCC1
    -0.07, -0.4, 3
COc1ccc(CN2C(=O)NC3(CCCC3)C2=O)cc1F
    ·, ·, -35
COc1ccc(/C=C2/CCc3ccccc3C2=O)cc1OC
    -1.2, -1.4, 25
O=C(NCCOc1ccccc1)c1cc(C(=O)NCCOc2ccccc2)cc([N+](=O)[O-])c1
    0.12, 0.03, 17
COc1cc(C2c3c(oc4ccccc4c3=O)C(=O)N2Cc2cccnc2)cc(OC)c1OC (stereo unspecified)
    0.27, -0.2, ·
COc1ccc(-c2nnc(SCC(=O)NCc3cccs3)n2C)cc1
    0.45, 0.25, 71
CCN(C(=O)COC(=O)c1cc(-c2ccccc2)nc2c1c(C)nn2-c1ccc(C)cc1)C1CCS(=O)(=O)C1 (stereo unspecified)
    -0.31, 0.13, -10
COc1cccc(CCC(=O)O)c1OC
    0.98[12.2 µM], 0.69, 89*

(listing goes on)
Values run as follows: sdo1 growth, sdo1 growth Rescue 24 h, Insulin prom inh
CN1CCN(C(=S)c2cn(Cc3ccc(F)cc3)c3ccccc23)CC1
    ·, ·, -33
CCOc1ccc(NC(=O)C2=C(C)C(=O)OC23CCC(C)CC3)cc1 (stereo unspecified)
    0.37, 0.88, ·
c1ccc2c(c1)ncn2Cc1nnc2sc(-c3ccc4c(c3)OCO4)nn12
    -0.33, 0.47, -6
O=C(c1cccc(C(F)(F)F)c1)C1CCCN(C(=O)CN2CCCC2=O)C1 (stereo unspecified)
    ·, ·, 19
